Screens as filed in PubChem BioAssay.
m5-HT2A agonist: mouse Htr2a agonists via beta-arrestin recruitment, primary screen, cell-based, luminescence; 5-hydroxytryptamine receptor 2A (Mus musculus), P35363; CHO-K1 mHTR2A beta-arrestin complementation; percent of 30 µM serotonin response; activation, % at 7.6 µM; 0.66% of 360,000 active;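 active = activation above a run cutoff, the mean activation of all tested compounds plus 3 SD, cut at about 14% in these data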;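 also: 0% = plate median of compound wells and 100% = 30 µM serotonin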
Target sequence (P35363 whole entry, looked up): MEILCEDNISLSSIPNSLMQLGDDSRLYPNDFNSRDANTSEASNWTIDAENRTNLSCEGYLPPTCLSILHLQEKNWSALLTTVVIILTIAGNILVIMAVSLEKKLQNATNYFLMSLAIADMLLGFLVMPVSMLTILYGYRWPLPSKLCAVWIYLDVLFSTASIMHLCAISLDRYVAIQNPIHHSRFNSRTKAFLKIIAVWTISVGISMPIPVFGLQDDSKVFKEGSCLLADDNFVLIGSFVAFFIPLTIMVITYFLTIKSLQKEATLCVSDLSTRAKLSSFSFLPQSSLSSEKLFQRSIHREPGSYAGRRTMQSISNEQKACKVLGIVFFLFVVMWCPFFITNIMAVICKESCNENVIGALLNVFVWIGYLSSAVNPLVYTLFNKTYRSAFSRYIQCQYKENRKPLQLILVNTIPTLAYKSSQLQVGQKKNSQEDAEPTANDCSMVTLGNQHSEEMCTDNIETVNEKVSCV
CaV13 ICDI inh: Disruptors of the CACNA1D IQ motif to Ca2+-dependent inactivation inhibitor domain association, primary screening, Förster resonance energy transfer in intact living …; HEK cells, CFP/YFP FRET ICDI-IQ, plate reader, 10 min; percent FRET-ratio fall versus neutral wells; inhibition, % at 12.3 µM; 0.098% of 340,000 active;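 active = mean replicate inhibition of at least 30% and at least 1% of replicates passing that level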;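 also: 0% = median of the neutral control wells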
PDI inh: inhibitors of human PDI, primary screen, biochemical, turbidity, single point, plate reader | 0.052% of 350,000 active | AID 588391, 2011 | Protein disulfide-isomerase (Homo sapiens), P07237 | inhibition, % at 10 µM | PDI insulin aggregation turbidity, A650, 90 min;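 active = mean inhibition across replicates of 30% or more, whatever share of single replicates reach that level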;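 also: absorbance from insulin aggregation driven by PDI reduction with DTT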
Target sequence (P07237 whole entry, looked up): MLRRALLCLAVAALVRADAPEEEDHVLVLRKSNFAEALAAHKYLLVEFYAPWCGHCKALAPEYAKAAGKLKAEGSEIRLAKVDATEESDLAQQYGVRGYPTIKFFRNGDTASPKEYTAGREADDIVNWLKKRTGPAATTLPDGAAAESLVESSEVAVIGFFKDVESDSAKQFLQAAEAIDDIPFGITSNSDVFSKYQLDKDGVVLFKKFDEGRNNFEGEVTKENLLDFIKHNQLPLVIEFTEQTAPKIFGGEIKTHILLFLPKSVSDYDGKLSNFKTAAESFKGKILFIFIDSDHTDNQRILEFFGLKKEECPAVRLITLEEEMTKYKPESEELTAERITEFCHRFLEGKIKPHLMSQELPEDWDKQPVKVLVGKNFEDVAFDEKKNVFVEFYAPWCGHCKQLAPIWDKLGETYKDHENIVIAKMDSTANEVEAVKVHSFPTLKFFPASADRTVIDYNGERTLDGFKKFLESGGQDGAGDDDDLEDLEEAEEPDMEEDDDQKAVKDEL
Peg3 promoter: Peg3 promoter-driven luciferase inhibitors, primary screen, cell-based, HeLa, luciferase luminescence; HeLa PEG-Prom luciferase reporter, overnight; inhibition, % at 20 µM; 1.7% of 360,000 active;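 active = inhibition of at least 50% at 20 µM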
NR2E3 ag-1: NR2E3 agonists in two-hybrid cells, primary screen, cell-based, luminescence, CHO-S, Gal4-NCOR/VP16-NR2E3; luciferase; inhibition of corepressor binding, % at 3.98 µM; 0.35% of 360,000 active; AID 602229, 2012;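 active = inhibition above the mean of all tested compounds plus 3 SD, cut at about 70% in these data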;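 also: 0% = DMSO with NR2E3 transfected cells and 100% = cells lacking NR2E3 construct; higher means lower luciferase signal from less NR2E3 corepressor binding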
MITF TRPM1 inh: inhibitors of MITF-dependent TRPM1 promoter reporter, primary screen, cell-based, SK-MEL-5, single point, luciferase; AID 488899, 2010; 0.83% of 330,000 active; SK-MEL-5 TRPM1 promoter luciferase, 24 h; inhibition, % at 12.5 µM;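 active = mean inhibition across replicates of 60% or more, whatever share of single replicates reaches that level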; also: values of inactives mirror those of a sister screen read the other way
iPSC survival up: enhancers of single-cell hiPSC survival, primary screen, ATPlite luminescence. 100% = ROCK inhibitor wells, 0% = DMSO. survival enhancement, % at 20 µM. 0.044% of 360,000 active; in the data active = survival enhancement above about 18%;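 also: cells exposed to compounds for 16 hours before the ATP read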
Shn3 3UTR inh: reduction of Shn3 3'UTR firefly luciferase signal, primary screen, Schnurri-3 inhibitor project, cell-based, Clone20 osteoblasts, set 2. inhibition, % at 12.5 µM. 0.52% of 360,000 active. AID 588674, 2011. Clone20 osteoblast Shn3 3'UTR firefly luciferase, 24 h;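 active = mean inhibition of at least 75% with every replicate also reaching 75%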;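 also: 0% = median of neutral control wells and 100% = pilot-screen positive control compound; some compounds past the cut are filed as inactive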
NR2E3 ag-2: inhibitors of NR2E3-RetCOR corepressor binding, primary screen, NR2E3 agonist project, biochemical, TR-FRET, GST-NR2E3, biotin-RetCOR; 0.12% of 320,000 active; Photoreceptor-specific nuclear receptor (Homo sapiens), Q9Y5X4; 1536-well; AID 2300, 2010; inhibition of corepressor binding, % at 4.78 µM;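 active = percent inhibition above the cutoff of mean plus 3 SD of all tested compounds, set per screening campaign, cut at about 20% in these data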;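 also: 0% = DMSO wells and 100% = biotin wells as full block of FRET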
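Test system: GST-NR2E3 and biotin-RetCOR proteins | Quantity: 1.35 nM GST-tagged NR2E3 final | Medium: Tris pH 7.5 | Also added: 7 nM biotin-RetCOR | Dosing: Compound at 4.8 µM, single dose | Timing: 5 h at 4 °C | Detection: Time-resolved FRET | Read-out basis: Percent inhibition | Benchmarks: Biotin wells as high control, 0.6% DMSO wells as low control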
HIF-2a inh: HIF-2a reporter inhibitors, primary screen, luminescence, 786-0 RCC cells. 786-0 RCC cells HIF-2a reporter, luciferase luminescence, overnight. inhibition, % at 18.8 µM. 0.72% of 360,000 active;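 active = inhibition of the luminescence signal of 40% or more relative to plate controls, in a single-dose primary screen at 18.75 µM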
H9c2 protect: cardioprotection against H2O2-induced cell death, primary screen, uHTS, H9c2 cells, ATPLite luminescence | H9c2 cardiomyocytes, H2O2 injury protection, 2 h | protection from H2O2 cell death, % at 20 µM | 0.63% of 360,000 active | AID 588492, 2011;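 active = compounds giving at least 50% protection of heart cells from peroxide-induced death in the single-dose screen, raw or plate-pattern-corrected value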;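 also: 0% = DMSO wells with peroxide and 100% = DMSO wells without peroxide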
* = called active by the depositor; . = no result given. No enrichment for hits. About 3.9% of those tested had a hit in this group.

Values in the order: m5-HT2A agonist, CaV13 ICDI inh, PDI inh, Peg3 promoter, NR2E3 ag-1, MITF TRPM1 inh, iPSC survival up, Shn3 3UTR inh, NR2E3 ag-2, HIF-2a inh, H9c2 protect
O=C(NCc1ccc(F)cc1)c1ccc(S(=O)(=O)N2CCCCC2)cc1
→ 1, -3, 0, 11, -35, 8, -0.4, 7, 1, 2, 2
O=C(CO/N=C1\CCCc2nonc21)Nc1ccccc1Cl
→ 5, -2, -5, -8, -15, -10, -1.6, 9, 1, -23, -3
COc1ccc(N2C(=O)CC(NCc3cccc(F)c3)C2=O)cc1 (centres undefined)
→ 2, -5, 4, -4, 11, -10, -1.5, -2, -3, 15, 16
Cc1cc(C(=O)Nc2cccc(C)c2C)n(-c2ccccc2)n1
→ 6, -13, -12, -54, -32, -9, -0.4, 12, 1, -98, 2
O=C(CN1C(=O)C2CC=CCC2C1=O)Nc1nc2ccccc2[nH]1 (centres undefined)
→ 6, -6, -4, 1, -21, 10, -0.8, 5, 3, 14, 3
CCCN(CCC)S(=O)(=O)c1ccc(C(=O)O)cc1
→ 0, -5, -2, 4, 3, 0, 0.5, 9, 2, 9, 4
Cc1cc(NS(=O)(=O)c2ccc(NC(=O)CSc3nc4ncc(Cl)cc4[nH]3)cc2)nc(C)n1
→ 3, -6, -18, -1, -5, 4, -0.1, 4, 0, 10, 8
Fc1ccccc1CCNc1nnnn1-c1ccccc1
→ 1, -4, -1, 21, 2, -2, -1.3, 15, -1, 14, -4
Cc1ccc(CNC(=O)C2(C)Oc3ccccc3NC2=O)cc1 (centres undefined)
→ 9, -3, 0, 14, 2, 11, -2.4, -3, 3, 13, 3
COc1ccc(NC(=S)NCC(c2ccco2)N2CCCC2)cc1 (centres undefined)
→ 1, 0, 1, 2, 2, -4, -1.3, 3, 0, 14, 8
CCn1nnnc1-c1ccc(OC)c(S(=O)(=O)NCc2ccccc2)c1
→ 6, -4, 8, 21, 0, 7, -1.4, -6, 0, 11, 4
Cc1nc2cc(C(F)(F)F)ccc2n1CCNc1nc(-c2ccc([N+](=O)[O-])c(Cl)c2)cs1
→ 2, -9, 8, 7, -17, -6, -0.3, 11, -2, -6, -16
COCCNC(=S)N1CCC2CC1c1cc(-c3ccc4c(c3)OCO4)ccc12 (centres undefined)
→ -3, -6, ., -12, -3, ., 1.8, 19, ., -12, -1
COc1cccc(CN(C)C(=O)CCNC(=O)c2ccco2)c1
→ -1, -2, -1, -1, -11, -1, 3.1, 9, 0, 2, 8
COc1ccc(-c2csc(Nc3ccc(S(N)(=O)=O)cc3)n2)cc1
→ -2, -6, -2, 14, 5, 0, 0.8, 47, 1, -15, 29
Cc1cc(C)nc(NC(=O)c2ccc([N+](=O)[O-])c(C)c2)n1
→ -4, -19, 6, -3, -23, 3, -0.3, -11, 1, 3, -1
Cc1cc(OC(C)C(=O)NC(Cc2c[nH]c3ccc(O)cc23)C(=O)O)c2c(C)c(C)c(=O)oc2c1 (centres undefined)
→ 0, ., ., 7, 4, ., -0.4, -14, 3, 10, 2
C/C(=N/OC(=O)c1ccccc1)c1oc(C)nc1C
→ 1, -5, 2, 6, -13, 0, -0.2, -9, 3, 15, -2
Cc1ccc(O)c(CNc2cccc3cccnc23)c1
→ 1, -6, 0, -24, -17, 0, -0.5, -12, -2, -4, -13
Cc1ccc2nc(SC(C)C(=O)N3CC(C)OC(C)C3)[nH]c2c1 (centres undefined)
→ -3, 1, -4, -5, -24, 16, -0.5, -18, 1, -10, -4
CCc1ccc(S(=O)(=O)NCCc2cn3cccc(C)c3n2)s1
→ 0, 8, -7, 14, -16, 4, -0.2, -19, -2, 10, -4
COC(=O)NNC(=O)c1ccccc1C
→ -1, -10, -3, 8, -13, -3, -2.3, 5, 3, -1, 1
Cc1ccc(CNC(=O)c2cc(C)nn2-c2ccccc2)cc1
→ 1, 2, -4, 20, -4, 9, -0.3, -14, 4, 16, -4
Cc1ccccc1OS(=O)(=O)c1cccc([N+](=O)[O-])c1
→ -3, -5, 1, -12, 10, ., 4.6, 1, ., -40, -2
CCc1ccc2c(COC(=O)c3n[nH]c4ccccc34)cc(=O)oc2c1
→ 0, -6, -3, -208, -52, -55, -0.2, -77, 5, -256, -2
Oc1ccc(C[C@@H](CN2CCCC2CN2C(=S)NC[C@@H]2Cc2ccccc2)N2C[C@H](Cc3ccccc3)N(CC3CCCCC3)C2=S)cc1 (some centres undefined)
→ -10, -3, ., ., -16, ., -1.8, ., ., 2, .
O=C(c1cc(-c2ccc(Cl)c(Cl)c2)on1)N1CCN(c2ccccc2)CC1
→ 4, -8, -5, -67, -4, -1, 4.4, -14, 2, -98, -7
O=C(O)CCN1C(=O)/C(=C\c2cccc(OCc3ccccc3)c2)SC1=S
→ -4, -4, 3, -50, -8, 2, 0.2, -3, 2, 2, -8
Cc1cc(=O)n2c(n1)SCOC2
→ 2, -18, -19, 8, -9, -11, -0.3, ., -3, 13, 4
N/C(=N\OC(=O)c1ccc(F)cc1)c1ccccc1
→ 1, -5, -1, -200, -58, -31, -1.9, -21, 3, -231, -13

Part of the list above, with bars between the fields:
SMILES | m5-HT2A agonist | CaV13 ICDI inh | PDI inh | Peg3 promoter | NR2E3 ag-1 | MITF TRPM1 inh | iPSC survival up | Shn3 3UTR inh | NR2E3 ag-2 | HIF-2a inh | H9c2 protect
COc1cccc(CN(C)C(=O)CCNC(=O)c2ccco2)c1 | -1 | -2 | -1 | -1 | -11 | -1 | 3.1 | 9 | 0 | 2 | 8
COc1ccc(-c2csc(Nc3ccc(S(N)(=O)=O)cc3)n2)cc1 | -2 | -6 | -2 | 14 | 5 | 0 | 0.8 | 47 | 1 | -15 | 29
Cc1cc(C)nc(NC(=O)c2ccc([N+](=O)[O-])c(C)c2)n1 | -4 | -19 | 6 | -3 | -23 | 3 | -0.3 | -11 | 1 | 3 | -1
Cc1cc(OC(C)C(=O)NC(Cc2c[nH]c3ccc(O)cc23)C(=O)O)c2c(C)c(C)c(=O)oc2c1 (centres undefined) | 0 | . | . | 7 | 4 | . | -0.4 | -14 | 3 | 10 | 2
C/C(=N/OC(=O)c1ccccc1)c1oc(C)nc1C | 1 | -5 | 2 | 6 | -13 | 0 | -0.2 | -9 | 3 | 15 | -2

The listing continues:
Values in the order: m5-HT2A agonist, CaV13 ICDI inh, PDI inh, Peg3 promoter, NR2E3 ag-1, MITF TRPM1 inh, iPSC survival up, Shn3 3UTR inh, NR2E3 ag-2, HIF-2a inh, H9c2 protect
COc1ccccc1-c1ccc2c(c1)O[C@@H](CN(C)C(=O)c1ccncc1)[C@H](C)CN([C@@H](C)CO)S2(=O)=O
→ -1, -3, 0, 16, 7, ., 3.7, -12, ., -3, 19
CCc1ccc(NC(=O)CN2C(=O)COc3ccc(S(=O)(=O)N4CCCC4)cc32)cc1
→ -1, -2, 3, -2, -30, -4, 0.8, 26, 1, -5, -2
COc1cccc(NC(=O)CNc2cc(S(=O)(=O)N3CCOCC3)ccc2N2CCCC2)c1
→ 4, -5, -5, 6, -23, 1, -4.1, -10, 2, 10, 2
COc1cccc(NC(C(=O)Nc2cccc(C(C)=O)c2)c2ccccc2)c1 (centres undefined)
→ 4, -2, -3, 21, -2, 4, -0.8, -5, -2, 8, -4
O=C(Nc1ccccc1F)c1ccccc1-c1ccc(C(F)(F)F)cc1
→ -2, -1, 1, 6, -7, 7, -0.9, 8, -2, 14, 0
O=C(/C=C/c1cccnc1)c1ccccc1O
→ -4, -4, 3, 12, -14, 0, -0.5, 13, -1, 14, 6
COc1ccc(/C=C(/NC(=O)c2ccc(C)cc2)C(=O)NCC2CCCO2)cc1 (centres undefined)
→ 5, -19, -5, 4, -10, -1, -3.3, -11, 2, 5, 3
CCCC(/C=C/c1ccc(OC(C)=O)cc1)=C1/c2ccccc2C(=O)N1c1ccccc1
→ -8, -12, -5, -8, -17, 18, -0.4, -15, 2, -17, -12
CC1CCC(NC(=O)COc2ccc(C(=O)c3ccccc3)cc2)CC1 (centres undefined)
→ 7, -5, -7, 13, 8, 0, -0.2, 15, -7, 1, -26
CCCn1c(N)c(C(=O)CSc2nnc(-c3c[nH]c4ccccc34)n2C2CC2)c(=O)[nH]c1=O
→ 0, -5, 6, 8, -45, 13, -0.5, ., ., 6, -6
CN(CC(=O)Nc1nc2ccccc2s1)S(=O)(=O)c1ccc(Cl)cc1
→ -3, -4, 5, -6, -27, 4, -4.5, -1, 1, -30, -6
Cc1nc2cccc(C)n2c(=O)c1Cl
→ -5, ., 1, -8, -2, 1, 2.5, -2, 3, 14, 0
COc1ccccc1CC1(C)NC(=O)N(CC(=O)N2CC(C)OC(C)C2)C1=O (centres undefined)
→ 1, ., -3, 15, -4, -9, 2.1, 15, -2, 9, -1
C(=C\c1ccccc1)/CN1CCN(C(c2ccnc3ccccc23)c2nnnn2C2CCCCC2)CC1 (centres undefined)
→ -4, -4, ., 21, 9, ., -1.2, 14, ., 5, 2
CC1(C(=O)NS(=O)(=O)c2cccc(F)c2)CCN1C(=O)Cc1ccc(-c2ccccc2)cc1 (centres undefined)
→ -1, -6, -4, -7, 2, ., -1.6, -21, ., -4, 9
CC(OC(=O)CNC(=O)c1ccc2c(c1)OCO2)C(=O)NCCC1=CCCCC1 (centres undefined)
→ -2, -7, -3, 4, -21, 6, -0.8, 13, -1, -5, 2
CCN1C[C@@H]2[C@@H]3C(=O)N(Cc4ccccc4)C(=O)[C@@H]3[C@](C)(C1=O)N2C(=O)c1ccc(Cl)c(Cl)c1
→ 3, -11, 4, 11, -7, 13, 1.6, -13, ., 10, 0
